Xi reactivation: activators of X-chromosome reactivation in mouse fibroblasts | AID 743238 | XiGFP mouse fibroblasts, % GFP-positive cells imaging, 3 d; cells co-treated with 5-aza-dC sensitizer; scaled so ellipticine positive control = 100% | 360,000 compounds, 0.055% hits | activation, % at 7.58 µM;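 active means mean normalized replicate activation at least 10% and every replicate at or above 10%; inconclusive means only one of the two criteria met; inactive means mean below 10% and not all replicates reach 10%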;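 further: 0% = median of on-plate neutral control wells and 100% = ellipticine 6 µM median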
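Schedule: 3 d treatment, 15 min room-temperature fixation; system: 68-5-11 XiGFP fibroblast line; buffer or medium: DMEM plus 5-aza-dC sensitizer; control set: ellipticine 6 µM positive control; compound: one concentration, pinned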
ERp5 block: inhibitors of human ERp5 | Q15084 | ERp5 insulin aggregation, absorbance 650 nm, 90 min | inhibition, % at 9.99 µM | 350,000 compounds, 0.05% hits;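 active means mean replicate inhibition above about 25%, with every replicate also reaching it, limit read from the data, passing the limit was not always enough; inconclusive means only one of those two criteria met; inactive means neither criterion met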
Target sequence (Q15084 whole entry, looked up): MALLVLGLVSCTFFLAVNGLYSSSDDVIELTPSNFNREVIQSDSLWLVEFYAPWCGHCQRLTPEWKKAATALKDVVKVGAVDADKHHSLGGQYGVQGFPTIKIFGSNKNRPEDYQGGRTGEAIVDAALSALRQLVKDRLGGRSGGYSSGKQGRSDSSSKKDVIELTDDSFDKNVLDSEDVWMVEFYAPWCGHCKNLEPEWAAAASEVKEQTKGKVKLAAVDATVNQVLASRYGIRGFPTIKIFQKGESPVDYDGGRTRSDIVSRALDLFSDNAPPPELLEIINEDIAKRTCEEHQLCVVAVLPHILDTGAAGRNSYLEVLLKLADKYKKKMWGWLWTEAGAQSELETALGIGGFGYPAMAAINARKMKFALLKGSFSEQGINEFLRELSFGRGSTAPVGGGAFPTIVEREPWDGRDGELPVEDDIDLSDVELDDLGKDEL
PAX8 reporter: inhibitors of PAX8 transcriptional activity in RMG-I cells; RMG-I TPO-luciferase reporter, SteadyGlo, 24 h; inhibition, % at 12.6 µM; 360,000 compounds, 1.2% hits;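 active means mean replicate inhibition at least 60% with every replicate also reaching 60%; inconclusive means only one of the two criteria is met; inactive means mean below 60% and not all replicates reaching 60%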;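 further: luciferase light reporting Pax8 driven TPO promoter activity; plate controls were median of neutral control wells for no effect and mitoxantrone controls for full effect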
DENV2 CPE: inhibitors of DENV2 cytopathic effect | DENV2-infected cells, cytopathic effect rescue, plate reader | CPE inhibition, % at 9.99 µM | 350,000 compounds, 1.7% hits | AID 651640; in the data active means CPE inhibition above about 20%, passing the limit was not always enough; inconclusive means no clear call, values can overlap the other calls; tested in BHK-21 cells;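 further: 0% = median of neutral control wells and 100% = median of positive control wells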
ARNT TACC3 PPI: ARNT/TACC3 interaction disruption | 390,000 compounds, 0.66% hits | AlphaScreen His-ARNT PAS-B/GST-TACC3 binding, luminescence; TACC3 fragment carries E629A point mutation | inhibition, % at 9.99 µM | Q9Y6A5;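 active means mean inhibition of replicates at least 50% and at least half of replicates each reaching 50%; inconclusive means half or more replicates reach 50% but mean below 50%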;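 further: 0% = complete ARNT plus TACC3 wells and 100% = ARNT alone without TACC3; many hits fall short of the cut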
EWS-Fli block: EWS/Fli transcriptional activity inhibition | 350,000 compounds, 0.67% hits | inhibition, % at 12.6 µM | A673 NR0B1-luciferase reporter, viability-normalised | AID 651661;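 active means mean inhibition of at least 50% after viability correction, with every replicate also passing that limit; inconclusive means mean reaches 50% but only one of two replicates passes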;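 further: firefly luciferase signal divided by Alamar Blue viability fluorescence both relative to DMSO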
F508del corr: CFTR F508del correction in bronchial cells. activity (quench increase), % at 7.58 µM. AID 720511. CFBE cells, YFP halide quenching; stimulated with forskolin plus potentiator P3; % fluorescence drop versus neutral controls. 350,000 compounds, 0.36% hits;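 active means mean added fluorescence quench of at least 8% versus neutral control, with both replicates also reaching 8%; inconclusive means only one of the mean or replicate conditions met; inactive means mean below 8% and not both replicates reaching 8%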;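 further: cells transiently co-express mutant CFTR-F508del with the halide-sensitive YFP; corrector assay measuring rescue of mutant channel to the surface after 24 h compound exposure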
INS-1E GSIS act: GLuc luminescence reporter in INS-1E cells, primary screen for activators of glucose-dependent secretion of insulin; AID 743287; 370,000 compounds, 0.61% hits; activation, % at 16.6 µM; INS-1E GLuc reporter insulin secretion, 2-3 h;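 active means lowest replicate activation of at least 40%, so every replicate reaches that level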;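 further: 0% = median of neutral control wells and 100% = median of IBMX positive control wells; some compounds called inactive have numbers as strong as hits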
The depositor's hits bear a star; ? = inconclusive; . = no result given. The order is random (roughly 4.2% active in at least one column).

SMILES | Xi reactivation | ERp5 block | PAX8 reporter | DENV2 CPE | ARNT TACC3 PPI | EWS-Fli block | F508del corr | INS-1E GSIS act
Cc1noc(C)c1S(=O)(=O)N(C)C[C@H]1Oc2ccc(NC(=O)C3CCCCC3)cc2CC(=O)N([C@@H](C)CO)C[C@@H]1C | 0.3 | -1.9 | . | 15.7 | -9.9 | 1.7 | 0.4 | -2.6
COc1cc2c(cc1OC)/C(=C/C(=O)c1ccccc1F)NCC2 | -0.1 | -0.7 | -3.4 | -0.5 | 1.4 | -2.8 | 2.0 | 34.5
O=C(C[C@H]1CC[C@H]2[C@@H](COC[C@H](O)CN2Cc2nccs2)O1)NCc1ccc(F)cc1 | 0.3 | -2.9 | 3.3 | -1.4 | -7.0 | 4.1 | -1.8 | 10.2
CCc1cccc(CC)c1NC(=S)/C(=C(\[O-])c1ccc(Cl)s1)[n+]1ccccc1 | -0.2 | 3.1 | 35.3 | 7.9 | 7.1 | 20.5 | 0.3 | 20.1
CN(C)CC#Cc1ccc([C@H]2[C@H]3CN(C(=O)Nc4ccc(F)cc4)CCCCN3[C@H]2CO)cc1 | 0.3 | . | -43.2 | . | 4.9 | -11.2 | 0.2 | -4.0
CN(C)c1ccc(NC(=O)c2ccc([N+](=O)[O-])cc2Cl)cc1 | 0.0 | 2.8 | -139.5 | -2.3 | . | -50.6 | 1.4 | 12.4
COCC(=O)Nc1ccc2c(c1)C(=O)N(C)[C@@H]1CC[C@@H](CC(=O)NCc3ccccc3)O[C@H]1CO2 | 0.1 | -2.5 | 4.9 | -4.0 | -13.3 | -0.8 | 1.2 | 8.4
COC(=O)c1cnc(NNS(=O)(=O)c2ccc(Cl)cc2)nc1C(F)(F)F | 0.0 | 2.3 | 11.6 | 0.0 | -0.3 | -4.6 | 4.3 | 8.4
CC(NC(=O)c1nn(C)c2c1CS(=O)(=O)c1ccccc1-2)c1ccccc1 (configuration not stated) | 0.0 | . | 2.5 | 1.5 | 2.7 | 1.9 | -1.9 | -10.9
O=C(c1ccccc1)N1CC2(C1)[C@@H](c1ccccc1)[C@H](CO)N2CC1CC1 | 0.0 | -3.4 | -1.2 | -5.2 | . | 1.0 | 0.9 | -6.3
Cc1cc(Oc2ccc([N+](=O)[O-])cc2)nc(N2CCOCC2)n1 | 0.3 | -0.3 | -15.9 | 3.0 | -10.3 | 0.2 | 0.3 | 3.3
CCOC(=O)N/N=C/c1c[nH]c2ccccc12 | 0.1 | 1.1 | 6.9 | -3.9 | -8.7 | 32.0 | -1.1 | 10.7
CC(C)NC(=O)c1ccccc1NC(=O)Cc1ccc([N+](=O)[O-])cc1 | 0.1 | -6.1 | -13.1 | 2.6 | -3.8 | -1.9 | 0.7 | 2.2
O=C(NCCNC(=O)c1cnccn1)c1ccc(Cl)cc1 | 0.1 | 1.1 | 3.0 | 11.1 | . | 6.0 | 0.7 | -9.5
O=C(CSCc1ccc([N+](=O)[O-])cc1)NN=C1CCCCCC1 | . | -3.0 | . | -2.4 | -1.6 | 7.6 | 1.5 | -14.6
Cc1noc(C)c1NC(=O)N[C@H]1C=C[C@H](CC(=O)N2CCN(C)CC2)O[C@H]1CO | 0.0 | 1.5 | 6.9 | -3.0 | -4.6 | -4.9 | 0.8 | 14.6
C=CCOc1ccc(C=Nc2ccc(C)c(Cl)c2)c(O)c1 | 0.1 | . | -1.5 | . | -5.7 | . | . | 9.3
COc1cccc(NC(=O)CN(C)C(=O)c2ccc(-c3ccccc3Cl)o2)c1 | 0.0 | -2.7 | -71.0 | 3.8 | 2.7 | 2.7 | -2.1 | -33.7
COc1ccccc1-c1nnc(SC(C(=O)c2c[nH]c3ccccc23)c2ccccc2)n1C (configuration not stated) | -0.1 | 3.1 | 22.2 | -1.2 | 3.7 | -6.2 | -2.2 | -16.2
CCc1nc2c(OCCc3cccc(OC)c3)cccn2c1N(C=O)Cc1ccccc1 | -0.1 | 1.8 | 16.3 | -3.1 | . | -0.9 | 3.5 | -15.8
Cc1ccc2c(c1)NC(=O)C(CC(=O)NCc1ccc(F)cc1)O2 (configuration not stated) | 0.0 | 4.3 | 11.0 | 0.6 | . | -2.8 | -0.2 | 4.8
COc1ccc(Nc2nccc(-c3cccc(N)c3)n2)cc1 | 0.0 | 4.5 | -429.3 | 6.3 | 0.0 | -58.8 | 2.6 | -12.0
CC1C(O)=C(c2ccccc2)P(=O)(Cc2ccccc2)C1C (configuration not stated) | -0.2 | -2.6 | -4.1 | 3.1 | . | -4.4 | 1.6 | 18.2
COC(=O)N1CCCCC1c1cc(C(=O)NCc2ccccc2)no1 (configuration not stated) | 0.0 | 5.2 | -7.9 | -2.0 | . | -6.2 | -0.6 | -2.1
COc1ccc(C#Cc2ccc3c(c2)[C@]2(C(=O)N3)[C@H](C(N)=O)[C@H]3C(=O)O[C@H](c4ccccc4)[C@H](c4ccccc4)N3[C@@H]2c2ccc(OCCO)cc2)cc1 | . | 1.6 | 29.0 | 2.5 | 0.4 | 14.1 | -4.0 | .

Later entries.
SMILES | Xi reactivation | ERp5 block | PAX8 reporter | DENV2 CPE | ARNT TACC3 PPI | EWS-Fli block | F508del corr | INS-1E GSIS act
CC(=O)Oc1ccc(Cn2c(C)c(C(=O)NCCC#N)sc2=O)cc1 | 0.0 | 3.3 | 3.6 | 0.2 | . | -10.9 | 1.6 | 25.9
CC(Sc1nnc(-c2cccnc2)n1N)C(=O)NCCC1=CCCCC1 (configuration not stated) | 0.0 | -1.3 | 4.4 | 7.0 | 10.8 | 4.9 | 3.1 | -5.3
COc1cccc(CNC(=O)C[C@H]2C=C[C@H](NC(=O)C3CCOCC3)[C@H](CO)O2)c1 | -0.1 | -2.8 | -1.8 | 0.6 | 2.6 | -3.9 | 0.5 | 4.4
COc1ccc(C(=O)CC(=O)C(=O)Nc2cc(C)ccc2C)cc1 | 0.3 | 0.7 | 11.8 | -1.8 | 15.9 | 6.5 | 1.7 | 2.2
CCOC(=O)C1CCN(C(=O)c2ccc3c(c2)C(=O)N(c2ccccc2C)C3=O)CC1 | 0.2 | 11.1 | -16.1 | -0.8 | -1.7 | -9.0 | -2.3 | -2.7
Cc1cccc(C)c1-n1nnnc1C1(C)CCC(=O)N1Cc1cccnc1 (configuration not stated) | 0.1 | 3.8 | -18.7 | 37.6* | . | -7.3 | -1.8 | 11.3
CCc1nn(CCCC(=O)N2CCC(C)CC2)c(=O)c2cc3occc3n12 | 0.2 | 2.2 | 8.2 | 5.8 | -0.5 | -5.7 | 0.9 | 33.7
Cc1c(Cl)cccc1NC(=O)CCN1CCN(CCO)CC1 | 0.0 | -1.3 | 7.5 | -2.6 | -4.5 | 11.9 | -5.3 | -4.5
CC(Sc1nnc(-c2cccnc2)n1N)C(=O)Nc1ccc2c(c1)OCCO2 (configuration not stated) | -0.1 | 2.7 | -3.4 | 10.3 | 3.1 | -5.5 | 1.5 | 12.9
CC(CNC(=O)CCS(=O)(=O)c1ccc2c(c1)oc(=O)n2C)c1ccccc1 (configuration not stated) | 0.0 | 0.7 | -25.6 | -3.6 | 9.7 | 0.3 | 0.8 | 16.9
C[C@@H]1CCCCO[C@H](CN(C)S(=O)(=O)c2ccc(Cl)cc2)[C@@H](C)CN([C@@H](C)CO)C(=O)c2cc(NC(=O)Nc3ccccc3)ccc2O1 | 3.4 | -1.2 | 24.5 | 1.1 | 10.9 | 2.1 | -1.9 | 1.1
O=c1[nH]c(=O)n(C2OC(CO)C(O)C2O)cc1N1CCOCC1 (configuration not stated) | 0.0 | 2.2 | 3.1 | ? | -2.2 | 3.3 | 1.0 | 3.3
C[C@@H]1CN([C@H](C)CO)C(=O)Cc2cc(NC(=O)c3ccncc3)ccc2O[C@@H]1CN(C)C(=O)Nc1ccc(C(F)(F)F)cc1 | -0.1 | -2.5 | -0.4 | 1.0 | -3.1 | -1.2 | 1.6 | 22.5
S=c1[nH]nc(COc2ccccc2)n1/N=C/c1cccc(Br)c1 | -0.1 | 4.2 | 0.9 | 7.6 | -1.0 | -5.6 | 4.2 | -28.4
C=CCNc1nc(-c2ccc([N+](=O)[O-])cc2)cs1 | 0.3 | 5.0 | -209.4 | -2.8 | 6.8 | -5.7 | . | 1.4
O=c1cc(-c2ccccc2)oc2cc(O)cc(O)c12 | . | -4.4 | . | ? | -12.1 | -111.4 | -3.2 | -2.7
CCCC(=O)Nc1ccc2c(c1)C(=O)N(C)[C@H]1CC[C@H](CC(=O)OC)O[C@H]1CO2 | 0.2 | . | 10.6 | -3.6 | -4.5 | -3.4 | -0.1 | 13.7
Cc1nc(C(=O)O)cc([N+](=O)[O-])c1C | 0.2 | 1.8 | 22.3 | 13.0 | . | 13.1 | 1.8 | 2.6
O=C1C(=O)N(CCN2CCOCC2)C(c2cccc(Cl)c2)/C1=C(\O)c1ccc2c(c1)OCCO2 (configuration not stated) | 0.4 | 2.9 | -12.4 | -2.7 | . | . | -1.2 | -8.1
Cc1cccc(N2CCN(C(=O)COc3noc4nc(C)cc(C)c34)CC2C)c1 (configuration not stated) | 0.0 | -0.3 | 8.4 | -9.9 | . | -6.4 | -3.9 | 1.1
CCOC(=O)c1nn(-c2ccc(F)cc2)c(=O)cc1OCC(=O)Nc1ccc(OCC)cc1 | 0.0 | 2.1 | -4.9 | -1.4 | -5.3 | -4.5 | 1.4 | 4.4
C[C@H]1COC(=O)[C@H](Cc2ccc(F)cc2)C/C=C\C[C@H](CC(=O)N(CCO)Cc2ccccc2)C(=O)N1 | 0.0 | 4.6 | 0.7 | 2.4 | -2.8 | -14.0 | 1.1 | -43.3
Cc1ccc(NC(=O)CNC(=O)c2ccc(C)o2)cc1 | 0.2 | -0.8 | -11.0 | -5.0 | 0.7 | 1.5 | 1.1 | -9.0
CC(C)NC(=O)Nc1ccc2c(c1)CC(=O)N([C@@H](C)CO)C[C@H](C)[C@H](CN(C)C(=O)NC1CCCCC1)O2 | 0.2 | 1.7 | -16.5 | 7.4 | -4.2 | . | -2.4 | 4.3
COCCNC(=O)C1(C)CCN(C(=O)c2cc(C)nn2C(C)(C)C)C1 (configuration not stated) | 0.4 | -3.9 | -2.1 | 2.0 | . | 1.1 | -1.5 | .
C[C@H](CO)N1C[C@H](C)[C@@H](CN(C)C)OCCCC[C@H](C)Oc2ccc(NC(=O)Nc3ccc(F)cc3)cc2C1=O | -0.1 | . | -5.2 | . | . | -0.4 | 0.5 | 0.0
Cc1ccnc(NC(=O)Cn2c(=O)oc3cc(S(=O)(=O)N4CCCC4)ccc32)c1 | 0.0 | 4.0 | 3.9 | 0.0 | -6.5 | -1.5 | -0.8 | 4.0

Three structures from above, ordered by heavy-atom count, rising.
SMILES | Xi reactivation | ERp5 block | PAX8 reporter | DENV2 CPE | ARNT TACC3 PPI | EWS-Fli block | F508del corr | INS-1E GSIS act
CC(CNC(=O)CCS(=O)(=O)c1ccc2c(c1)oc(=O)n2C)c1ccccc1 (configuration not stated) | 0.0 | 0.7 | -25.6 | -3.6 | 9.7 | 0.3 | 0.8 | 16.9
COc1cccc(CNC(=O)C[C@H]2C=C[C@H](NC(=O)C3CCOCC3)[C@H](CO)O2)c1 | -0.1 | -2.8 | -1.8 | 0.6 | 2.6 | -3.9 | 0.5 | 4.4
CCOC(=O)c1nn(-c2ccc(F)cc2)c(=O)cc1OCC(=O)Nc1ccc(OCC)cc1 | 0.0 | 2.1 | -4.9 | -1.4 | -5.3 | -4.5 | 1.4 | 4.4

From PubChem BioAssay
